Screens (PubChem)
mcGAS inh – blocks mouse cGAS activity; Q8C6L5; recombinant cGAS, Kinase-Glo ATP depletion luminescence; inhibition, % at 12.5 µM; actives 0.15% (n = 160,000); AID 1259399;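 further: 0% = negative control wells and 100% = reference inhibitor with no enzyme activity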
hcGAS lum – human cGAS inhibition | actives 0.081% (n = 290,000) | Q8N884 | inhibition, % at 12.5 µM | recombinant h-cGAS, ATP depletion, Kinase-Glo luminescence;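 further: 0% = vehicle reaction and 100% = reaction without DNA for no activity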
Target sequence (Q8N884 whole entry, looked up): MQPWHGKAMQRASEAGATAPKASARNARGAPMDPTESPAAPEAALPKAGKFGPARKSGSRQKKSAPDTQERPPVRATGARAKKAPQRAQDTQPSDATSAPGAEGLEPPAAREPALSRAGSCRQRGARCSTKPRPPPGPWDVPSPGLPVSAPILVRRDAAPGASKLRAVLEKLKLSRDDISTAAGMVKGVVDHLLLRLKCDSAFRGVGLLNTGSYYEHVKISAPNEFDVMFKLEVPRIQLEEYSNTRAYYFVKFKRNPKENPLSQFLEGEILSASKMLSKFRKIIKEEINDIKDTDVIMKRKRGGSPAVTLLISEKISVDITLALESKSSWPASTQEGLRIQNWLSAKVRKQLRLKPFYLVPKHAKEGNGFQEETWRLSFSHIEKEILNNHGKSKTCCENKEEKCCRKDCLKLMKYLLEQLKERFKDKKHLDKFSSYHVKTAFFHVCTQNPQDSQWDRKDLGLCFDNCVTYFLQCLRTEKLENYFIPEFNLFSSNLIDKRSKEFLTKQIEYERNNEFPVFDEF
NPYLR7 agonist – mosquito NPYLR7 agonism | HEK293T NPYLR7/Galpha15, GCaMP6s calcium fluorescence | activation, % at 10 µM | actives 0.15% (n = 270,000); in the data active means activation above about 40%;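 further: 0% = vehicle and 100% = reference agonist at the receptor; some compounds past the cut are filed as inactive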
The depositor's hits bear a star; · = no result given; & = joins results of further samples. Unless noted, no stated cut-off is given here; in the data, active means inhibition above about 40%; inactive means the rest.

canonical_smiles | mcGAS inh | hcGAS lum | NPYLR7 agonist
CC(C)c1nn(Cc2cccc(C(F)(F)F)c2)c(=O)c2c1cnn2C(C)(C)C | · | -3 | -1
CC(C(=O)NCc1cccnc1)n1c(=O)n(-c2ccccc2Cl)c(=O)c2ccc(Cl)cc21 (stereo not given) | -5 | -8 | 16
O=C1CC(c2ccco2)Cc2nc(NC3CC3)ncc21 (stereo not given) | · | -1 | -1
COc1ccc(-c2nc3c(n2O)CCc2nonc2-3)cc1 | · | -1 | 0
CCn1c(O)c(C=NN=C2CCCC2)c2ccc(C3=NNC(=O)CC3)cc21 | -1 | -2 | -2
C=CCN(Cc1ccc(F)c(F)c1)Cc1cccn1Cc1ccc(C(F)(F)F)cc1 | -1 | -3 | 3
Cc1nn(-c2ccccc2)c(C)c1CN(C)S(=O)(=O)c1c(Cl)cccc1Cl | · | 0 | 1
C=C(Br)Cn1c(CO)nc2ccccc21 | · | -9 | 1
CCCCn1c(=O)c2c(nc3n2CC(C)CN3C2CCCCC2)n(C)c1=O (stereo not given) | -8 | -2 | 8
CCCCn1c(CNC(=O)C23CC4CC(CC(C4)C2)C3)nnc1SC(C)CC (stereo not given) | -9 | -4 | -2
Cc1cc(CSc2ccc(S(=O)(=O)N3CCOCC3)cn2)no1 | · | -5 | 3
CC1CC(C)CN(C(=O)c2cc3c(s2)CCC3)C1 (stereo not given) | · | -6 | 9
Cc1ccc(-c2nc3sc(CCNC(=O)c4ccc(Br)o4)c(C)n3n2)cc1 | -4 | -2 | 7
Cn1c(SCC(=O)NCCN2C(=O)CSC2=S)nnc1C(F)(F)F | · | 1 | -1
O=C(O)CCn1cc(CN2CCO[C@@H]3CCCC[C@H]32)cn1 | -4 | -6 | ·
CCOC(=O)CSc1ccc2nnc(CCNS(=O)(=O)c3ccc(C)cc3)n2n1 | -6 | 0 | -6
CC1(C)OCC(CNC(=O)c2cncn2-c2ccc(-c3ccc(F)c(F)c3)cc2)O1 (stereo not given) | -4 | 3 | 6
N#CCn1cnc2sc3c(c2c1=O)CCCC3 | · | 0 | 1
CCCCC(=O)Nc1ccc(C)cc1NC(=O)c1cccc2nccnc12 | · | 2 | 5
Cc1cccc(-c2nc3c(NC4CCC(O)CC4)nccc3[nH]2)c1 (stereo not given) | -2 | 1 | -6
Cn1cc(C=CC(=O)N2CCN(S(=O)(=O)c3cc(Cl)ccc3Cl)CC2)cn1 | · | -1 | 1
Cc1ccccc1C(=O)N1C(C(=O)NCc2cccc(C(F)(F)F)c2)COC12CCN(C(=O)c1cccs1)CC2 (stereo not given) | -4 | -4 | 1
CC1=CCN(Cc2ccc(Br)s2)CC1 | · | -5 | 2
Cc1c(C(=O)NCc2ccc(C#N)cc2)sc(=O)n1Cc1ccc(C(F)(F)F)o1 | · | -5 | 5
Cc1ccsc1-c1nc(CN2CCc3c(nc(CC4CC4)[nH]c3=O)C2)c(C)o1 | -10 | -1 | 15
CCN(CC(=O)Nc1c(-c2ccccc2)c(C)nn1-c1ccccc1C)C(=O)Nc1ccc(F)c(Cl)c1 | -2 | -1 | 5
COc1cc(CCC(=O)Nn2cnc3ccccc32)cc(OC)c1 | · | -8 | 10
COC(=O)c1ccccc1NC(=O)N1CCC(Cc2ccc(F)cc2)CC1 | -7 | -7 | 2
O=C(Cn1nc2c3cc(F)ccc3ncn2c1=O)Nc1ccc(Cl)cc1 | · | -2 | -7
C=c1cc(C)n(CC(=O)Nc2cccc(C)c2C)c(=O)c1=C1N=C(c2ccc(Cl)cc2)NO1 | 1 | 0 | -12
CCc1nnc(NC(=O)CSCc2ccc(Cl)cc2)s1 | · | -5 | 8
Cc1ccnc(SCc2cc(=O)c(OC(=O)c3ccc(-c4ccccc4)cc3)co2)n1 | -1 | -4 | -7

Just mcGAS inh and hcGAS lum, for some of the entries so far:
Compound | mcGAS inh | hcGAS lum
CCc1nnc(NC(=O)CSCc2ccc(Cl)cc2)s1 | · | -5
Cc1ccnc(SCc2cc(=O)c(OC(=O)c3ccc(-c4ccccc4)cc3)co2)n1 | -1 | -4

Additional results follow:
canonical_smiles | mcGAS inh | hcGAS lum | NPYLR7 agonist
CC1=C(C(=O)OC2CCCCCC2)C(c2ccc([N+](=O)[O-])cc2)NC(=O)N1 (stereo not given) | -5 | -7 | -2
Cc1nn(-c2ccccc2)cc1CCCNS(C)(=O)=O | · | -12 | -2
CC(C)Cn1c(N)c(C(=O)COC(=O)C2CC=CCC2)c(=O)n(C)c1=O (stereo not given) | · | -10 | 0
CCCCCCCCCCCCSCCC(N)=O | -4 | -4 | 9
COc1ccccc1OCCn1c(C2CC(=O)N(c3cccc(C)c3)C2)nc2ccccc21 (stereo not given) | -5 | -5 | 1
CCOC(=O)ON=C(N)C(N)=NOC(=O)OCC | · | -4 | -14
CCc1ccc(-c2nn(CC(=O)Nc3ccc(F)cc3)c(=O)c3nc(C)sc23)cc1 | -8 | 0 | 1
CCOc1ccc2nc(N3CCCC(C(=O)N4CCN(c5ccccc5OC)CC4)C3)nc(C)c2c1 (stereo not given) | -26 | -7 | 5

The closing 7 compounds of the part before lead into the next.
canonical_smiles | mcGAS inh | hcGAS lum | NPYLR7 agonist
Cc1nn(-c2ccccc2)cc1CCCNS(C)(=O)=O | · | -12 | -2
CC(C)Cn1c(N)c(C(=O)COC(=O)C2CC=CCC2)c(=O)n(C)c1=O (stereo not given) | · | -10 | 0
CCCCCCCCCCCCSCCC(N)=O | -4 | -4 | 9
COc1ccccc1OCCn1c(C2CC(=O)N(c3cccc(C)c3)C2)nc2ccccc21 (stereo not given) | -5 | -5 | 1
CCOC(=O)ON=C(N)C(N)=NOC(=O)OCC | · | -4 | -14
CCc1ccc(-c2nn(CC(=O)Nc3ccc(F)cc3)c(=O)c3nc(C)sc23)cc1 | -8 | 0 | 1
CCOc1ccc2nc(N3CCCC(C(=O)N4CCN(c5ccccc5OC)CC4)C3)nc(C)c2c1 (stereo not given) | -26 | -7 | 5
COc1ccc(-c2cc(C(=O)N3CCN(C/C=C/c4ccccc4)CC3)c(C)n2-c2ccccc2Cl)cc1 | -1 | 5 | 11
Cc1ccc(-c2ccc(=O)n(CCCNC(=O)COc3ccc4c(c3)OCO4)n2)cc1 | · | 0 | -2
O=c1cc(Cn2ccnc2)c2cc(O)c(-c3ccccc3)cc2o1 | -8 | -6 | 8
CCOC(=O)CN1C(=O)SC(=Cc2cc(C)n(C)c2C)C1=O | · | -8 | 3
COc1ccc([N+](=O)[O-])cc1NC(=O)CSc1ccc(F)cc1 | · | -6 | 6
CC(C)Cn1nccc1NC(=O)c1ccc2c(c1)OCO2 | · | -11 | 7
CCOC(=O)C1=C(O)/C(=C\c2cccc(C)n2)SC1=Nc1cccc(F)c1 | -2 | -3 | 0
O=C(O)C1COC2(CCN(C(=O)c3cccc(Cl)c3)CC2)N1C(=O)c1ccc(F)cc1 (stereo not given) | -3 | 2 | 3
CC(C)C(C(=O)O)N1C(=O)C2C3C=CC(C4CC34)C2C1=O (stereo not given) | · | -11 | 13
COc1ccccc1Cc1nnc(SCC2CCCN(C)C2)o1 (stereo not given) | -17 | -8 | 15
C=CCN(CCSc1ccccc1)C(=O)c1cccn1C | -18 | -6 | 9
CCCn1c(=O)c(C(=O)NCC2CCCO2)nn(-c2ccc(Cl)cc2)c1=O (stereo not given) | -4 | -4 | -1
Cc1ccccc1-c1ccc(N2CCN(S(=O)(=O)c3ccc4c(c3)OCCO4)CC2)nn1 | -4 | -5 | ·
FC(F)(F)c1nc(Cl)c2[nH]cnc2n1 | · | 11 | -4
CCn1c(=O)[nH]c(=O)c2c(C(=O)OC)cc(-c3cc(Cl)ccc3Cl)nc21 | -16 | -5 | -3
CCN(CC)CCn1c(C)c(C)n2c3c(=O)n(Cc4ccccc4F)c(=O)n(C)c3nc12 | · | -10 | 1
Cc1ccccc1CCC1CCCN(C(=O)CCN2CCCC2=O)C1 (stereo not given) | · | -4 | 15
CCCCOc1ccc(C(=O)Nc2c3c(nn2C(C)(C)C)CS(=O)C3)cc1 (stereo not given) | · | -6 | 4
FC(F)(F)c1cc(-c2cccc(Br)c2)nc2ncnn12 | · | -3 | 5
COc1ccc(OC2(C(=O)O)CCN(C)CC2)c(Cl)c1 | · | -6 | 12
COc1cccc(COc2c[nH]c(C(=O)Nc3cccc(C)c3C)cc2=O)c1 | · | -12 | 0
CCN1C(=S)NC(c2cccc(NC(=O)COCc3ccccc3)c2)C(C(=O)OC)=C1C (stereo not given) | -4 | -6 | 12
NC(=S)N=Nc1ccc(NN=C(N)N)cc1 | · | -7 | -23
COc1ccc(-c2cc(C(=O)NC3CCCCC3)c3ccccc3n2)cc1 | -9 | -7 | 13
Cc1cccc(-n2nc(C(=O)N3CCCC3)c(=O)n(Cc3ccccc3Cl)c2=O)c1 | -5 | -1 | 11
CN(CC(=O)Nc1cccc(F)c1)C(=O)CC1Sc2ccccc2NC1=O (stereo not given) | · | -7 | 1
O=C1CC(C(=O)N2CCOC3CCCCC32)CN1C1CCCC1 (stereo not given) | -19 | -6 | 3
Cc1nn(Cc2ccc(F)c(Br)c2)c(N)c1C#N | -13 | -4&-7 | 4&0
CCNC(=O)[C@@H]1C[C@H](N)CN1C(=O)c1ccc(C(C)C)n(C)c1=O | -18 | -3 | 2
Cc1oc(-c2cccs2)nc1C(=O)NC(C1CC1)C1CC1 | · | 2 | 1
CC(=O)N1CCc2c(nc(C)nc2N2CCCC(c3ccccc3C)C2)C1 (stereo not given) | · | -8 | 8
CCOC(=O)C(CC)n1cnc2c(nnn2-c2ccc(C)cc2)c1=O (stereo not given) | · | -1 | 9
COC(=O)c1c(NC(=O)CCl)sc2c1CCCCC2 | -2 | -4 | -3
COC(C)(C(=O)Nc1cc(S(C)(=O)=O)ccc1C)c1ccccc1 (stereo not given) | -6 | -16 | 9
C=CCn1nnc(NCc2ccc(Cl)cc2)n1 | -5 | 0 | -19
c1ccc2c(c1)CCCC2SCc1nc(-c2ccsc2)no1 (stereo not given) | · | -6 | 8
CCCOc1cccn2c(N(C)CC3CC3)c(C)nc12 | -2 | -5 | 14
O=C(NC(C(=O)N1CCCC1)C1CCN(C(=O)c2ccc(C(F)(F)F)cc2)CC1)c1ccc2c(c1)OCO2 (stereo not given) | -7 | -8 | 8
COc1ccc(-c2n[nH]c(=O)c3nc(C)sc23)cc1 | · | -12 | -4
COc1ccc(C(=O)N=c2scc(C)n2Cc2ccc(C(=O)N3CCCC3)cc2)cc1OC | -6 | -6 | ·
COc1ccc2c(c1)OC(C)CN(CCC(=O)N1CCc3[nH]c4ccc(OC)cc4c3C1)C2 (stereo not given) | -7 | -4 | 31
COc1ccc(/C=C2/SC(=S)N(CCC(=O)N3CCCCC3)C2=O)cc1 | -6 | -5 | 4
CC(=O)c1c(C)[nH]c(C(=O)COC(=O)Cn2cnc3c2c(=O)n(C)c(=O)n3C)c1C | · | -4 | 3
CCOC(=O)C1=C(C)NC2=C(C(=O)CCC2)C1c1ccncc1 (stereo not given) | · | 3 | 7
Cc1nc2ccc(I)cn2c1C=NNc1ccc(C(F)(F)F)cn1 | · | 1 | 27
COc1ccccc1-n1c(Cc2ccccc2)nnc1SCC(=O)NCc1ccccc1 | -4 | -4 | -6
Cc1c(C)n2c3c(=O)n(CCCO)c(=O)n(C)c3nc2n1-c1ccccc1 | · | -1 | -1
COc1ccccc1-c1cc(=O)c2cccc(OC)c2o1 | 2 | 4 | -5
CN(C)CCCN(C(=O)c1ccc2c(c1)OCCO2)c1nc2cc3c(cc2s1)OCO3 | -6 | -4 | 0
O=C(c1cccc2ccnn12)N1CCC[C@H]1CN1CCCC1 | · | 1 | 0
OCCN1CCN(c2cc(-c3cccc(C(F)(F)F)c3)nc3ccnn23)CC1 | -2 | -6 | -2
CC(C)OCC(=O)N1CCCC2(C=Cc3ccccc3O2)CC1 (stereo not given) | -12 | -8 | 1
CC(C)(C)NC(=O)COc1ccc2c(=O)c(Oc3ccc(-c4ccccc4)cc3)coc2c1 | -7 | -6 | -5
Cn1cc(CN2CCOc3ccccc3C2)c(-c2ccc3c(c2)OCCO3)n1 | -9 | 0 | 19
COc1cc(OC)cc(C(=O)NCc2ccc(S(=O)(=O)N3CCCCC3)s2)c1 | -8 | -10 | 9
Cc1nc(C)c(C(=O)NC(C)(C)c2ccccc2)s1 | · | -7 | 10

Other results.
canonical_smiles | mcGAS inh | hcGAS lum | NPYLR7 agonist
COc1cccc(CN2CCn3nc(C(=O)N4CCN(c5ccccc5Cl)CC4)cc3C2=O)c1 | -6 | -1 | 19
Cn1c(=O)c2c(nc(CN3CCN(c4ccccc4F)CC3)n2CC(=O)c2ccccc2)n(C)c1=O | -4 | -3 | -1
COc1cccc(CC(=O)Nc2cnc3cnc(-c4cccc(Cl)c4)cn23)c1 | -1 | -3 | -4
COc1ccc(S(=O)(=O)NCCCN2CCOCC2)cc1N1CCN(S(=O)(=O)c2ccccc2Cl)CC1 | -5 | -5 | 15
CC(C)(C)CC(C)(C)Nc1c(-c2ccc3c(c2)OCO3)nc2ccc(Cl)cn12 | -4 | -5 | 5
CCCc1cnc(-c2cnc3ccccc3c2)nc1 | · | -10 | 19
CCOC(=O)CCNC(=O)CC | -2 | -4 | -4
O=C(c1cccnc1Cl)N1CCOC(Cc2ccccc2)C1 (stereo not given) | -7 | -7 | -7
COc1ccccc1N1CCC(N2[C@H]3CCNC[C@@H]2CC3)CC1 | -11 | -3 | 2
